Screens (PubChem BioAssay)
M1 antag: antagonists of human M1 muscarinic receptor; 360,000 compounds, 1.3% hits; P11229; inhibition, % at 3 µM; CHO-K1 hM1, Fluo-8 calcium fluorescence, ACh EC80 antagonist;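 active = percent inhibition above its own plate's cutoff, namely the mean of that plate's compound wells plus 3 SD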;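 also: peak over basal fluorescence ratio during 140 s after agonist addition; 0% = ACh EC80 plus DMSO and 100% = DMSO alone without agonist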
Target sequence (P11229 whole entry, looked up): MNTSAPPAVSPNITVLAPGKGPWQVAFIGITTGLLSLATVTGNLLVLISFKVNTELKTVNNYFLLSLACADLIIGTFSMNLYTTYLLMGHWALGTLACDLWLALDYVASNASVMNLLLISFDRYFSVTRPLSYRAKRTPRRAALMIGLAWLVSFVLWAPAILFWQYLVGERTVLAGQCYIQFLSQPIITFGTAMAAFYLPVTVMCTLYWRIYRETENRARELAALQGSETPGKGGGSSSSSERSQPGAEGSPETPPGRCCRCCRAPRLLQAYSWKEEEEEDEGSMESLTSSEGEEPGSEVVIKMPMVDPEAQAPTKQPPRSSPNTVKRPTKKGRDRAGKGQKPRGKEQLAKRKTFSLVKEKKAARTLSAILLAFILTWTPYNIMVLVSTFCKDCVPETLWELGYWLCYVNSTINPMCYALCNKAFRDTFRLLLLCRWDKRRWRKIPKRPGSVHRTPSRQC
M1 PAM: potentiates human M1 receptor response to acetylcholine; CHO-K1 hM1, Fluo-8 calcium fluorescence, ACh EC20; 0% = ACh EC20, 100% = maximal ACh; P11229; AID 588819; activation, % at 3 µM; 360,000 compounds, 0.088% hits; in the data active = activation above about 19%, passing the limit was not always enough
M1 ag: human M1 muscarinic receptor agonism | CHO-K1 hM1, Fluo-8 calcium fluorescence, agonist mode; 0% DMSO, 100% acetylcholine EC100 | activation, % at 3 µM | 360,000 compounds, 0.33% hits | AID 588814;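 active = activation above the run's mean compound activation plus 3 SD, cut at about 16% in these data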;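 also: peak over basal fluorescence ratio within a 140 s kinetic read after compound addition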
TAAR1 antagonist: antagonists of human TAAR1; inhibition, % at 3 µM; Q96RJ0; 360,000 compounds, 1.5% hits; CHO RD-HGA16 TAAR1, Fluo-8 calcium fluorescence, antagonist;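 active = inhibition above a per-plate cutoff, the mean inhibition of test compounds on that plate plus 3 SD, cut at about 49% in these data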;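 also: 0% = DMSO plus EC80 beta-PEA response and 100% = DMSO alone without agonist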
Target sequence (Q96RJ0 whole entry, looked up): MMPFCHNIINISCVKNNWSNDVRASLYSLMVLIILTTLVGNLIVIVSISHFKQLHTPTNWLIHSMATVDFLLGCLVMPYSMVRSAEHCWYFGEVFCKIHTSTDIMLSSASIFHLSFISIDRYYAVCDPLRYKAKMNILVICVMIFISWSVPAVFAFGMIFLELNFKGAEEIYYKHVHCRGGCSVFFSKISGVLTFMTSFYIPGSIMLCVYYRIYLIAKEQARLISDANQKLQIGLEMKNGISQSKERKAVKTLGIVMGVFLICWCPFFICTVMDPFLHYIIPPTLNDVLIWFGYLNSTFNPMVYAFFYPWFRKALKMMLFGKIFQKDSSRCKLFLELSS
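test system = CHO RD-HGA16 cells bearing hTAAR1 | replication = singlicate | controls = DMSO-only wells and EC80 β-PEA-stimulated wells | reagent = EC80 β-phenethylamine stimulus | read-out basis = percent inhibition of PEA-evoked calcium signal, max/basal emission ratio | schedule = seeding 17-24 h prior, 75-min 37 °C, 30-min RT dye loading | signal = kinetic Fluo-8 calcium fluorescence measurement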
V1R ag counter: counter-screen for oxytocin receptor agonists: human V1a receptor agonists; AID 2797; activation, % at 3 µM; CHO-V1R cells, Fluo-8 calcium fluorescence, agonist mode; 0% DMSO, 100% 3 nM vasopressin; 320,000 compounds, 0.25% hits; P37288;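 active = activation above the mean activation of all tested compounds plus 3 SD, per screening run, cut at about 20% in these data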;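 also: signal is peak over basal fluorescence ratio across a 100 second FLIPR read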
TAAR1 agonist: agonists of human TAAR1; Q96RJ0; CHO RD-HGA16 TAAR1, Fluo-8 calcium fluorescence; vehicle wells 0%, saturating PEA agonist 100%; activation, % at 3 µM; 360,000 compounds, 0.99% hits; AID 624467;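 active = activation above the mean activation of all test compounds in the run plus 3 SD, cut at about 38% in these data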
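System: CHO RD-HGA16 cells carrying human TAAR1 plus Gα16; Incubation: 17-24 h seeding, 75 min 37 °C dye, 30 min RT; Measured by: Fluo-8 fluorescence, 5 s baseline then 140 s kinetic read; Control set: DMSO and PEA EC100; Replication: single well for each compound.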
CHO parental Ca: counter-screen: ATP calcium response change in parental CHO cells; parental CHO-K1, ATP-induced calcium, Fluo-8 fluorescence; inhibition, % at 5.6 µM; 330,000 compounds, 0.63% hits; AID 463079;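 active = inhibition above that plate's mean sample inhibition plus 3 SD, cut at about 26% in these data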;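 also: 0% = ATP-challenged DMSO wells and 100% = DMSO wells without ATP; some compounds past the cut are filed as inactive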
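Assay system: untransfected parental CHO cell line. Also added: ATP agonist challenge. Dosing: one dose, 5.6 µM nominal. Measured by: Fluo-8 fluorescence. Read-out: % inhibition. Benchmarks: ATP wells versus no-ATP DMSO wells. Repeats: no replicates.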
OXTR potentiator: potentiators of human oxytocin receptor; CHO-OTR cells, Fluo-8 calcium fluorescence, potentiator mode; 0% = oxytocin EC15, 100% = EC100; activation, % at 3 µM; 320,000 compounds, 0.061% hits; P30559;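 active = activation above that plate's cutoff, the mean activation of tested compounds plus 3 SD, cut at about 6.6% in these data, passing the limit was not always enough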;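 also: 100% uses oxytocin at 75 nM as the full agonist control; some results filed as inactive read as strong as hits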
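assay system = CHO-OTR cells, human receptor | schedule = compound 6 min at room temperature before oxytocin, 100 s read | detection = Fluo-8 intracellular calcium fluorescence, ex 470-495, em 515-575 nm | evaluation = normalized max/min fluorescence ratio, % activation | control set = EC15 oxytocin alone as 0%, 75 nM oxytocin (EC100) as 100%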
OXTR agonist: human OXTR agonism; CHO-OTR cells, Fluo-8 calcium fluorescence; normalized: DMSO 0%, oxytocin 100%; AID 2435; P30559; 320,000 compounds, 0.32% hits; activation, % at 3 µM;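 active = activation above the mean of all tested compounds plus 3 SD, cutoff set per screening run, cut at about 20% in these data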;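 also: peak over basal fluorescence ratio from a 100 s FLIPR kinetic read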
* = called active by the depositor; · = no result given.

SMILES	M1 antag	M1 PAM	M1 ag	TAAR1 antagonist	V1R ag counter	TAAR1 agonist	CHO parental Ca	OXTR potentiator	OXTR agonist
CCn1c(COc2cccc(C)c2)nnc1SCC(=O)Nc1cccc(C(=O)O)c1	-19	7	-1	-1	-0.8	2	0	-3	2.3
COc1ccc(NC(=O)N2CCCc3cc(C)ccc32)c(OC)c1	-10	4	-5	-19	2.7	-2	-17	1	-1.1
COc1ccc2c(c1)C(=O)N1[C@H]3c4cc(OC)ccc4OC[C@@H]3[C@H](c3ccccc3)[C@]1(C)C(=O)N2	9	-13	-10	4	-0.8	1	6	-2	-0.6
Cn1c(=O)c2[nH]c(CCCCc3nc4ccccc4[nH]3)nc2n(C)c1=O	-13	6	-6	-11	·	6	·	·	·
Cc1ccc(-c2csc(NC(=O)CN3CCOCC3)n2)cc1C	-13	19	-1	·	3.6	·	-11	-8	1.3
C=CCn1cnc2c(c1=O)c1nc3ccccc3nc1n2/N=C/c1cc(OC)c(OC)c(OC)c1	1	-1	-2	7	-0.5	9	-6	0	0.2
COCC1CCN(C(=O)C2CCC(=O)N(Cc3cccc(C(F)(F)F)c3)C2)CC1 (stereo not drawn)	-8	10	-2	-9	·	1	·	·	·
Cc1cc(C)c(S(=O)(=O)N2CCOC2CNC(=O)C(=O)NCCN2CCOCC2)c(C)c1 (stereo not drawn)	-7	12	-1	-9	0.1	5	6	-8	0.8
O=C(CSc1n[nH]c(-c2ccccc2)n1)Nc1ccc(N2CCOCC2)cc1	7	-8	-4	9	0.4	0	2	-14	-1.6
O=C(Nc1ccc2c3c(cccc13)CC2)c1ccccc1	-4	10	-7	-23	·	3	·	·	·
COCCNC(=O)C1(C)Cc2c(-c3cccc(NC(C)=O)c3)ccnc2O1 (stereo not drawn)	-3	19	11	-30	·	2	·	·	·
CCOC(=O)c1nnn(-c2nonc2N)c1CNc1ccccc1	4	-1	-4	11	-1.5	4	-13	-1	-2.2
CCOC(=O)c1c(C)nc2cc(C)cc(C)n12	-2	6	-6	-4	-1.3	2	-9	-6	-1.4
CN(Cc1c(C(=O)N/N=C/c2cccc(O)c2)nnn1-c1nonc1N)c1ccccc1	14	-1	0	·	3.5	·	9	-21	3.3
Cc1cccc(/C(N)=N/OC(=O)CCCN2C(=O)c3ccccc3C2=O)c1	26	-6	-4	14	0.9	14	-15	-4	-0.3
CCc1ccc(C(=O)CSc2nnc(C3CC3)n2C2CC2)cc1	-5	2	-7	-9	-1.0	-4	-20	3	-1.1
CC(=O)c1cn(CCC(C)C)c(=O)[nH]c1=O	0	1	-5	2	-0.4	1	-1	1	0.4
Cc1ccc(Sc2ncnc(N)c2[N+](=O)[O-])cc1	-10	8	-10	-13	-0.4	1	2	-11	-1.5
CCc1nnc(NC(=O)c2sc3nc4cc(C)ccc4cc3c2N)s1	-7	7	2	17	3.9	16	-8	-3	3.5
Cc1cc(Cl)c2oc(C(=O)NCCC3CCCCO3)c(C)c2c1 (stereo not drawn)	-5	6	0	-33	5.7	-1	-1	-6	-2.1
CCN(CC(=O)Nc1ccccc1C(F)(F)F)C(=O)c1cc(-c2ccccc2)nn1-c1ccccc1	14	-7	-5	44	-0.4	-1	-31	-4	-1.9
CC(=O)Nc1sc(NC(=O)c2ccco2)nc1-c1cccs1	-4	5	-4	-3	-0.9	1	-13	-13	0.6
Cc1ccc(-n2ncc3c2CCCC3NC(=O)CCc2cnccn2)cc1C (stereo not drawn)	-14	5	-2	-13	0.8	0	-3	-12	0.5
CCOc1cc(/C=N/O)cc(Br)c1OCC(=O)NCc1ccccc1	-13	9	-4	1	-0.2	2	-18	3	-0.7
Nc1cc(Cl)ccc1C(=O)OCC(=O)N1CCCC1	-6	12	-4	-12	-0.2	1	-4	-5	-0.4
c1ccc(C2[C@H]3CN(CC4CCCCC4)[C@H](c4ccccc4)C34CC2(c2cccnc2)C4)cc1 (stereo partly drawn)	74*	-37	-13	5	0.2	13	-39	-4	-1.0
CCN(CC)c1ccc(/C=N/NC(=O)c2c(Cl)c(C)nn2C)cc1	-5	3	-9	-3	0.6	2	-5	4	-2.1
CC1(C)CC(=O)C2=C(C1)OC1=C(C(=O)CC(C)(C)C1)C2c1ccc(O)c([N+](=O)[O-])c1	-1	7	-11	-10	-0.4	11	-22	3	-2.6
Cc1ncoc1C(=O)NC1CCCc2c1cnn2-c1cc(F)cc(F)c1 (stereo not drawn)	-7	0	1	-24	·	4	·	·	·
CCOc1ccc(C(=O)NCC(=O)N2CCN(c3ccccc3O)CC2)cc1	0	1	-5	-4	-0.1	-3	-6	-7	-1.1
CCOc1ccc(/C=C/C(=O)OC(C)C(=O)NC2CCCCC2C)cc1OC (stereo not drawn)	-1	-1	-6	11	-0.4	-2	-14	-2	-2.4
CCN(CC(=O)NC1CC1)S(=O)(=O)c1ccccc1	-6	6	-1	-20	0.4	1	-11	-2	0.3
Cc1cc(Cl)ccc1OCCCC(=O)NCc1ccccn1	-10	10	-4	3	1.2	0	-7	-4	-0.6
O=C(O)CCC(=O)Nc1ccc(Br)cc1C(=O)c1ccc(Cl)cc1	-8	10	-3	-8	0.4	-4	-1	-2	0.2
CC(C)Cn1c(CN2CCN(c3ccccc3F)CC2)nc2c1c(=O)[nH]c(=O)n2C	-10	9	-1	9	-0.7	0	-15	-5	-1.2
Cc1cccc(NC2=NCC(=O)N2Cc2ccccc2)c1	-23	8	-1	-19	4.9	1	-10	-12	-0.3
CC1(C)CC(=O)C=C(c2ccc(-c3cccc4c3sc3ccccc34)cc2)C1=O	1	-2	-3	-7	·	0	·	·	·
CCn1ccc(C(=O)N2CCOCC2)n1	-5	2	0	0	0.9	14	-5	-6	0.5
O=C(NCc1ccccc1Cl)c1cnccn1	-9	11	-3	-13	-0.9	6	-3	-11	-0.3
CCC/C=C/c1ccc(CN2C(C)C(=O)N(Cc3cn(CCOCOC)nn3)CCS2(=O)=O)cc1 (stereo not drawn)	-19	4	-7	-13	·	3	·	·	·
C/C(=N\NC(=S)NCc1ccccc1)c1ccc(Cl)cc1	9	-3	-4	-15	0.8	12	-23	-7	-0.9
CCN(Cc1cnn(C)c1)C(=O)CC1C(=O)NCCN1Cc1cccc(OC)c1OC (stereo not drawn)	-7	7	-6	-11	1.1	1	-1	-3	0.3
COCCNC(=O)C(c1ccc(C)cc1)N(Cc1ccccc1)C(=O)CCC(=O)Nc1ccccn1 (stereo not drawn)	-17	19	1	-5	2.8	5	-21	-9	1.7
Cc1cccc(C(=O)NC2CCN(C(=S)NCc3ccco3)CC2)c1	-8	2	-4	-6	1.2	3	-15	-5	1.2
Cc1cc(C)c(-c2c(O)c3cnn(-c4ccccc4)c3[nH]c2=O)c(C)c1	2	4	-6	-18	-0.1	0	-12	2	2.0

Shown as a hit in M1 antag, of those listed so far:
Molecule,M1 antag,M1 PAM,M1 ag
c1ccc(C2[C@H]3CN(CC4CCCCC4)[C@H](c4ccccc4)C34CC2(c2cccnc2)C4)cc1 (stereo partly drawn),74*,-37,-13

(listing goes on)
SMILES	M1 antag	M1 PAM	M1 ag	TAAR1 antagonist	V1R ag counter	TAAR1 agonist	CHO parental Ca	OXTR potentiator	OXTR agonist
O=C(Nc1cccc2cccnc12)c1ccc2c(c1)OCCO2	6	-5	-5	7	-1.0	3	-10	-5	-1.3
CCN(C(=O)C1CSC2(C)CCC(=O)N12)c1nc2c(C)cccc2s1 (stereo not drawn)	-6	16	6	-31	-1.7	1	-15	-1	-1.4
CSc1ncccc1C(=O)NCCc1ccccc1F	0	-1	-7	-15	-0.7	25	-8	8	0.6
CCc1nc(SCc2ccc(OC)c(Br)c2)n[nH]1	4	4	-4	6	4.5	4	-7	-16	5.5
CC(=O)Nc1ccc(NC(=O)c2ccc(C3SCC(=O)N3CCc3ccccc3)cc2)cc1 (stereo not drawn)	4	-2	-7	-1	0.9	4	-2	-6	-0.3
CCOC(=O)C1C(=O)NC(SCC(=O)Nc2nccs2)=C(C#N)C1c1ccccc1OCC (stereo not drawn)	-7	2	-6	·	0.1	·	-6	-3	0.2
CCN(CC)CC(O)COCCC12CC3CC(CC(C3)C1)C2 (stereo not drawn)	-9	11	-7	0	1.4	7	-6	0	2.8
COc1ccc(/C=C\C(=O)NCc2ccc3[nH]c(C)cc3c2)cc1OC	-7	3	-4	-23	0.4	0	-7	-4	-0.1
O=C1CCC(=O)N1CCC(=O)N(C(=O)NC1CCCCC1)C1CCCCC1	6	-2	-2	-1	·	0	·	·	·
N#Cc1c(N)n(CCNC(=O)c2ccccc2)c2nc3ccccc3nc12	-12	12	-4	19	-0.3	0	-14	-8	-1.0
Cc1nc(Cl)cc(N/N=C/c2ccc(O)cc2O)n1	-4	6	2	0	1.6	17	-5	-10	2.2
CC(C)(C)c1ccc(C(=O)NCC(=O)N2CCCCCC2)cc1	3	1	-5	11	0.8	-1	-7	-5	1.4
CCOC(=O)C1(Cc2cccc(OC)c2)CCN(Cc2ccccc2)CC1	2	-4	-12	-16	3.7	5	-17	-11	2.0
N=c1n(CCN2CCOCC2)c2ccccc2n1CC(=O)c1cccc([N+](=O)[O-])c1	-16	8	-6	-5	-0.5	3	-13	5	-2.8
COC(=O)CC1(C(=O)OC)Oc2ccc(Br)cc2C(=O)N1c1cc(Cl)c(Cl)cc1Cl (stereo not drawn)	-12	11	2	-5	0.5	3	-40	-2	1.3

Quoted from the listing.
OXTR potentiator, O=C(Nc1cccc2cccnc12)c1ccc2c(c1)OCCO2 stands at -5
TAAR1 agonist, CCN(C(=O)C1CSC2(C)CCC(=O)N12)c1nc2c(C)cccc2s1 (stereo not drawn) stands at 1

Other compounds follow:
SMILES	M1 antag	M1 PAM	M1 ag	TAAR1 antagonist	V1R ag counter	TAAR1 agonist	CHO parental Ca	OXTR potentiator	OXTR agonist
Cc1noc(C)c1S(=O)(=O)N1Cc2ccccc2CC1C(=O)N(C)C (stereo not drawn)	-16	12	2	-14	0.8	5	-15	-5	-0.7
CN(CC(=O)Nc1cccc(F)c1)C(=O)c1ccccc1OCCOc1ccccc1	-8	14	2	22	0.5	4	-22	-14	-1.3
O=C(CCl)NC(Cc1ccccc1)c1ccccc1 (stereo not drawn)	-5	8	-11	4	-0.3	9	-19	-6	-0.3
CCCC(=O)Nc1ccc(C(N)=O)cc1	-2	6	-6	22	1.2	5	-1	-10	0.8
CCCCN(CCCC)C(=O)/C=C/c1cccc([N+](=O)[O-])c1	-1	-2	-5	6	-1.6	6	-23	-19	-2.6
CCOC(=O)c1csc(NC(=O)c2cc(-c3ccccn3)nc3ccccc23)n1	-1	1	-2	12	0.9	8	-9	-8	0.7
